Screening results: PubChem, National Center for Advancing Translational Sciences (NCATS)
Lipid storage S3: qHTS Assay for Lipid Storage Modulators in Drosophila S3 Cells. Drosophila S3 cells, BODIPY lipid droplet fluorescence, 18-24 h; cells fed with added oleic acid. actives 0.64% (n = 320,000). Potency in µM for hits, for the others lipid storage change, negative = inhibition, % at the top dose, mostly 46.1 µM; active = well fitted inhibition curve with a large enough effect in the signal ratio, with a control signal flat, not every such curve was filed as active; inconclusive = small, poorly fitted or top-dose-only effect, or effect the other way, or a change in a side signal; the % refers to the signal ratio
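Drosophila S3 cells loaded with oleic acid (400 uM, as added) and compounds at several concentrations; lipid droplets imaged by 488-nm laser-scanning cytometry, 500–530 nm intensity and object ratio to cell channel. Percent activity normalized to 20 uM Triacsin C.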
Lipid storage S3 cell count max: further read-out of Lipid storage S3, marked with its call; cell number change, %; measured here: cell count max response;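 cells counted by Cell Tracker Red CMTPX staining in the red channel; peak over a dose series mostly up to 46.1 µM; percent activity relative to internal control wells on each plate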
The depositor's hits bear a star; i = inactive; ? = inconclusive; / = no result given. % is scaled to controls: 0 for no effect and ±100 for the full control effect; potency is read from the fitted curve at half-maximal effect. The list is partial (hit frequency here may not be typical).

The first 2 records as a preview:
Each structure is followed by: Lipid storage S3, Lipid storage S3 cell count max
- O=C(CCc1nnc(CCCCc2ccccc2)o1)NCCN1CCOC1=O
→ ?, /
- CCCCNC(=O)CCC(=O)Nc1ccc2nc(N3CCOCC3)cc(C)c2c1
→ ?, /

All compounds of this part (from the top)
Each structure is followed by: Lipid storage S3, Lipid storage S3 cell count max
- O=C(CCc1nnc(CCCCc2ccccc2)o1)NCCN1CCOC1=O
→ ?, /
- CCCCNC(=O)CCC(=O)Nc1ccc2nc(N3CCOCC3)cc(C)c2c1
→ ?, /
- O=C(NC1CCCCC1)c1cc(-c2ccco2)on1
→ ?, /
- COc1ccc(C(=O)NCCSc2ccccn2)cc1
→ ?, /
- Cc1ccc(C(=O)N2CCCCCC2)cc1S(=O)(=O)N1CCOCC1
→ ?, /
- CCOC(=O)C(C)On1c(-c2ccc(Cl)cc2)nc2ccc([N+](=O)[O-])cc21 (stereo not drawn)
→ ?, /
- COc1cccc(OC)c1-c1nn2c(-c3ccccc3Cl)nnc2s1
→ ?, /
- CN(CC(=O)NC(=O)NCc1ccccc1)Cc1ccc(Cl)c(Cl)c1
→ ?, /
- Cc1ccc(NC(=O)C2CCC(CNc3c(N4CCC(C)CC4)c(=O)c3=O)CC2)cc1F (stereo not drawn)
→ -21.8%, 2.6
- O=C1OCC=C1NNC(=O)c1cccnc1
→ ?, /
- CCc1nc(SCC(=O)c2ccccc2)c2c(=O)n(C)c(=O)n(C)c2n1
→ -11.3%, -13.0
- CC12CC3CC(C)(C1)CC(C(=O)Nc1nncs1)(C3)C2
→ ?, /
- Cc1ccc(CNC(=O)c2ccc(N3CCc4ccccc43)c([N+](=O)[O-])c2)cc1
→ ?, /
- CC(/C=N/NC(=O)c1nnn(-c2nonc2N)c1CN(C)C)=C\c1ccco1
→ 4.3%, -0.4
- O=C(c1cc2ccccc2oc1=O)N(Cc1ccco1)C1CCS(=O)(=O)C1 (stereo not drawn)
→ ?, /
- Cc1cccc(C)c1NC(=O)C1(NC(=O)C2CCCN2C(=O)OC(C)(C)C)CCCCC1 (stereo not drawn)
→ -6.8%, -17.6
- C[C@@H]1CC=C[C@H]2[C@H]1C(=O)N(Cc1ccccc1)[C@H]2c1ccoc1
→ 4.4%, -0.2
- CCOC(=O)CC(NC(=O)c1cc2ccccc2oc1=O)c1cccc([N+](=O)[O-])c1 (stereo not drawn)
→ 11.5%, 11.6
- O=C1Cc2ccccc2C(=O)N1CCc1ccccc1
→ ?, /
- O=C(NCC1CCCO1)C(c1cccnc1)N(C(=O)Cc1cccs1)c1ccccc1 (stereo not drawn)
→ -10.1%, -3.7
- O=C(O)c1ccccc1-c1nc2ccccc2n1-c1ccccc1
→ ?, /
- COc1ccc(S(=O)(=O)N2CCCOC2CNC(=O)C(=O)NCCCN2CCOCC2)cc1 (stereo not drawn)
→ -0.3%, -9.2
- O=C(CNC(=O)Cc1ccccc1)NCC(=O)OCc1ccc(C(=O)c2ccccc2)cc1
→ ?, /
- Cc1ccc(S(=O)(=O)c2c(C)nn(C(C)(C)C)c2OC(=O)C(C)(C)C)cc1
→ 22.5%, -9.6
- Cc1cc(C)nc(N2CCC(C(=O)NC3CCCc4ccccc43)CC2)n1 (stereo not drawn)
→ ?, /
- COC(=O)c1ccc(NC(=O)c2cccc(N3C(=O)C4C5C=CC(C6CC56)C4C3=O)c2)cc1 (stereo not drawn)
→ ?, /
- COc1ccc(S(=O)(=O)/N=C2/NC(=O)/C(=C\c3cc(OC)c(OC)cc3[N+](=O)[O-])S2)cc1
→ ?, /
- O=C(Oc1ccc(Br)cc1C(=S)N1CCCC1)c1ccccc1F
→ ?, /
- CCc1cccc(NC(=O)CCCn2c(=O)[nH]c3ccsc3c2=O)c1
→ ?, /
- CCOC(=O)N1CCN(C(=O)CS(=O)(=O)c2cn(Cc3ccccc3C)c3ccccc23)CC1
→ 7.8%, 3.0
- CC1Cc2ccccc2C(=O)N1 (stereo not drawn)
→ ?, /
- CNC(=S)N1N=C(c2ccc(OC)cc2)CC1c1ccc(N(C)C)cc1 (stereo not drawn)
→ ?, /
- CCOC(=O)c1c(C)n(C)c2ccc(OC(=O)c3ccoc3)cc12
→ -0.8%, /
- CC(=O)Nc1nc(SCC(=O)NCc2ccc(F)cc2)[nH]c(=O)c1NC(=O)c1cccs1
→ 13.3%, 25.9
- Cn1cnnc1SCC(=O)Nc1ccc2nc(SCc3ccccc3Cl)sc2c1
→ 5.7%, -1.9
- O=C(CNC(=O)c1ccccc1Cl)OCC(=O)N1CCc2ccccc21
→ ?, /
- COc1ccc(NC(=O)C(Cc2ccccc2)n2cccc2)cc1OC (stereo not drawn)
→ 19.8%, -13.7
- COc1cc(C(N)=O)cc(Br)c1OC
→ ?, /
- COc1ccc(N2C(=O)C3CCCN3C2c2ccc(F)cc2)cc1Cl (stereo not drawn)
→ 1.5%, -6.7
- CCSc1nc2ccccc2n1C(=O)c1ccc(S(=O)(=O)N2CCCCC2)cc1
→ 5.3%, -13.4
- CCOC(=O)NC(=O)C(=CNc1ccccc1OC)C(=O)NC(=O)OCC
→ -1.1%, 0.7
- COc1ccc(Cl)cc1C(=O)Nc1ccccc1N1CCN(C)CC1
→ -2.7%, -24.4
- CC1(C)CC2(CC(C)(C)N1)OC(=O)N1CCc3ccccc3C12C (stereo not drawn)
→ 3.5%, 11.0
- CC(NC(=O)COC(=O)C1CCN(c2ccc(C(F)(F)F)cn2)CC1)c1ccc(Br)cc1 (stereo not drawn)
→ i, -9.4
- O=C(c1ccc2ccccc2n1)N(CCO)Cc1ccccc1
→ ?, /
- O=C(O)C1Cc2ccccc2CN1C(=O)COc1ccc(Cl)cc1Cl (stereo not drawn)
→ -3.1%, -13.9
- O=C(COC(=O)CNC(=O)c1cccc(Br)c1)Nc1nnc(-c2ccccc2)o1
→ ?, /
- CCCn1c(SCC(=O)N2CCCC(C)C2)nnc1-c1cccnc1 (stereo not drawn)
→ 27.9%, -8.6
- CCC1(c2ccc(F)cc2)NC(=O)N(CC(=O)Nc2cc(C)on2)C1=O (stereo not drawn)
→ 10.4%, -12.3
- COc1ccc(-c2csc(-c3ccc(C(=O)O)cc3)n2)cc1
→ ?, /
- O=C(NCc1ccccc1Cl)C1CCN(C(=O)c2sccc2-n2cccc2)CC1
→ ?, /
- N#Cc1cc(C(=O)c2cc(Br)ccc2O)cn(C2CC2)c1=O
→ ?, /
- Cc1ccc(S(=O)(=O)N2CCN(C(=O)CCn3cncn3)CC2)cc1C
→ -71.9%, 15.4
- COc1cccc(NC(=S)NN=C2CCC(C(C)(C)C)CC2)c1 (stereo not drawn)
→ ?, /
- COc1ccc(S(=O)(=O)N(C)c2ccc(C(=O)N3CCCCC3)cc2)cc1
→ i, /
- O=C(NCCc1ccc(Cl)cc1)C1CCN(C(=O)N2CCOc3ccccc32)CC1
→ ?, /
- COc1ccc(NC(=O)C2C(=O)N(C)C3(C)CC2c2ccccc2O3)cc1 (stereo not drawn)
→ -2.6%, -0.8
- CCCS(=O)(=O)Nc1ccc2cn[nH]c2c1
→ i, /
- O=C(COc1ccccc1C(=O)NCC1CCCO1)Nc1ccc(Cl)cc1Cl (stereo not drawn)
→ ?, /
- N#C/C(=C\c1cccnc1)C(=O)Nc1ccc(O)cc1F
→ 3.2%, 1.3

Further structures.
Each structure is followed by: Lipid storage S3, Lipid storage S3 cell count max
- Cc1cccc(/C=N/c2sc3c(c2C(=O)OC(C)(C)C)CCN(C)C3)c1O
→ -3.0%, -14.4
- COCC(=O)N=Nc1c(O)[nH]c2ccccc12
→ ?, /
- O=C(O)c1ccc(Cn2cnc3sc4c(c3c2=O)CCCC4)cc1
→ -14.3%, 7.7
- CCN(CCCNC(=O)CCc1nc(-c2ccc(C)cc2)no1)c1cccc(C)c1
→ 14.6%, 7.3
- S=C(NCCc1ccccc1)Nc1c(Cl)cccc1Cl
→ 12.6%, 25.5
- S=C(NCc1ccccc1)NC1CCCc2ccccc21 (stereo not drawn)
→ ?, /
- CCOc1nc(N2CCCCC2)nc(-n2cc(-c3ccccc3)nn2)n1
→ ?, /
- O=C(C1CCCCC1)N1CCN(c2ccccc2F)CC1
→ ?, /
- O=C(CNC(=O)c1ccco1)NCC(=O)OCc1ccc(Cl)cc1
→ ?, /
- O=C(Nc1ccc(OC(F)(F)F)cc1)c1cnc2n(c1=O)CCS2
→ ?, /
- OC[C@H]1OC(O)[C@H](O)[C@@H](O)[C@H]1O (stereo partly drawn)
→ 0.0%, -14.7
- NC(=O)c1cccc(N=Cc2cc(Cl)cc(Cl)c2O)c1
→ ?, /
- Cc1ccc(-n2ncc3c2CCCC3NC(=O)c2ocnc2C)cc1C (stereo not drawn)
→ ?, /
- Cc1nnc(SCCCCSc2nnc(C)c(=O)[nH]2)[nH]c1=O
→ 0.5%, 0.1
- CC(C)C(NC(=O)CNC(=O)OC(C)(C)C)C(=O)NCc1ccc(Cl)cc1 (stereo not drawn)
→ i, /
- Cc1cc(OCC(=O)OCC(=O)NCc2ccc3c(c2)OCO3)ccc1Cl
→ 13.2%, -11.4
- COc1ccc(OCC(=O)N/N=C(\C)c2cccs2)cc1
→ 5.2%, 22.3
- CCOC(=O)Nc1cc(C)ccc1OC
→ i, 12.0
- CCOc1cc(N2CCOCC2)c(OCC)cc1NC(=O)c1ccc(OC)cc1
→ ?, /
- O=C(CSc1ccc(-c2ccc(F)cc2)nn1)N1CCN(c2ccccc2)CC1
→ 23.0%, 0.4
- CCN(CC)C(=O)c1sc(NC(=O)c2ccncc2)c(C(=O)OC)c1C
→ ?, /
- COC(=O)c1ccc(OCC(=O)c2ccc(O)cc2O)cc1
→ ?, /
- CCS(=O)(=O)c1nc(S(=O)(=O)c2ccc(C)cc2)c(N2CC(C)OC(C)C2)s1 (stereo not drawn)
→ ?, /
- O=C(NC1CCCCC1)C(=O)c1c(-c2ccccc2)[nH]c2ccccc12
→ -6.3%, -10.5
- CN(C1CCCCC1)S(=O)(=O)c1ccc2c(c1)CCC(=O)N2
→ ?, /
- CCN(CC)CCCNC(=O)c1cn(CC)c2ccc(S(=O)(=O)N(C)C3CCCCC3)cc2c1=O
→ ?, /
- CC(=O)NCCc1nc2ccccc2n1CCOc1cccc(C)c1
→ ?, /
- CN1C(=O)C(=O)N(CC(=O)Nc2ccccc2OC(F)F)C1=O
→ ?, /
- O=S(=O)(c1ccccc1)n1ccc(-c2cnc(-c3ccccc3)s2)n1
→ -0.3%, 28.7
- O=C1C2CC=CCC2C(=O)N1c1n[nH]c(CCc2ccccc2)n1 (stereo not drawn)
→ ?, /
- COc1cccc(NC(=O)CCP(C)(=O)O)c1
→ ?, /
- CCOCCn1c(C(C)O)nc2ccccc21 (stereo not drawn)
→ ?, /
- O=C(Nc1ccc(N2CCCC2)cc1)c1cc(Cl)ccc1Cl
→ ?, /
- CCCOc1ccc(Cc2c(Cl)nc(SC)nc2NC)cc1
→ ?, /
- Cn1ncc(Br)c1NC(=O)c1ccco1
→ -0.2%, 8.1
- Cc1ccc(C2=Nc3c(ccc4ccccc34)C(c3ccncc3)=NN2)cc1
→ ?, /
- Cc1ccc(NS(=O)(=O)c2ccc(NC(=O)C(C)Sc3ccc(Cl)cc3)cc2)c(C)c1 (stereo not drawn)
→ ?, /
- CCC(=O)NC(=S)Nc1ccc(-c2nc3ccc(C)cc3s2)cc1
→ 8.1%, 22.7
- Brc1ccc(-c2noc(-c3ccccn3)n2)o1
→ 15.7%, /
- NNC(=S)Nc1ccc(C(F)(F)F)cc1Cl
→ 8.4%, 0.7
- O=C(NC1CCCCC1)C1CCN(S(=O)(=O)N2CCCCCC2)CC1
→ -9.2%, -25.6
- CC(=O)c1ccc(OC(C)c2nc3ccccc3s2)cc1 (stereo not drawn)
→ ?, /
- Cc1cc(C)n(C(=O)CCC2COc3ccccc3O2)n1 (stereo not drawn)
→ 27.7%, 1.0
- NS(=O)(=O)c1ccc(-c2cccc(/C=C3\SC(=O)NC3=O)c2)cc1
→ ?, /
- CC/C(=N/Nc1ccccc1)c1cnnc(SC)n1
→ ?, /
- Cc1oc2c(CN3CCC(C)CC3)c(O)ccc2c(=O)c1-c1ccccc1
→ ?, /
- Cc1cc(C)cc(C(=O)OCC(=O)NC2CCCC2)c1
→ 2.2%, -3.0
- COc1ccc(CN2CCN(C(=O)c3ccc(S(=O)(=O)N4CCCCCC4)cc3)CC2)cc1F
→ ?, /
- O=S(=O)(c1ccc2c(c1)OCCO2)N(Cc1ccc(F)cc1)Cc1nnc(-c2cccs2)o1
→ ?, /
- Cc1ccc(NC(=O)C2CCN(S(=O)(=O)c3cnc[nH]3)CC2)nc1
→ ?, /
- CCC(Cc1ccccc1)NCc1c(C(=O)O)c(C)n(Cc2ccccc2)c1C (stereo not drawn)
→ 11.2%, 1.8
- COc1ccc(-n2nnc3c(=O)n(CC(=O)Nc4cc(C)on4)cnc32)cc1OC
→ 17.4%, -21.9
- COc1cc(OC)cc(C(=O)O/N=C(\N)c2cccc(C)c2)c1
→ ?, /
- Cc1ccc(C(=O)NCC(=O)NCC(c2ccco2)N2CCCCC2)cc1C (stereo not drawn)
→ ?, /
- Cc1ccccc1C(=O)c1c[nH]c(C(=O)NCc2ccco2)c1
→ 29.8%, -12.9
- O=C(Nc1ccc(Oc2ccc(NC(=O)c3ccco3)c(NC(=O)c3ccco3)c2)cc1)c1ccco1
→ ?, /
- CCN(Cc1ccccc1)C(=O)Cn1cnc2c1c(=O)n(C)c(=O)n2C
→ i, 1.7
- Cc1cc(=O)n2nc(N3CCC(C(=O)NCCc4ccccc4)CC3)sc2n1
→ 16.9%, 7.9

Ordered by value in Lipid storage S3 cell count max (largest number first): 3 from the list above
Molecule | Lipid storage S3 cell count max
Cn1ncc(Br)c1NC(=O)c1ccco1 | 8.1
Cc1ccccc1C(=O)c1c[nH]c(C(=O)NCc2ccco2)c1 | -12.9
COc1ccc(-n2nnc3c(=O)n(CC(=O)Nc4cc(C)on4)cnc32)cc1OC | -21.9
